PAFAH2 inh: PAFAH2 enzyme inhibitors, primary screen, biochemical, fluorescence polarization, human; inhibition, % at 3.39 µM; AID 492956, 2010; actives 0.99% (n = 340,000); Platelet-activating factor acetylhydrolase 2, cytoplasmic (Homo sapiens), Q99487; recombinant PAFAH2, FP-rhodamine activity probe;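 active = inhibition above the mean over all tested compounds plus 3 SD, cut at about 30% in these data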;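 also: inhibitors block probe labeling of enzyme so polarization drops; 0% = enzyme with DMSO and 100% = wells lacking PAFAH2 protein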
Fh CTSL1 inh: Fasciola hepatica cathepsin L1 inhibitors, primary screen, counter-screen for PFM18AAP inhibitor project, biochemical, QFRET, fluorogenic peptide substrate. recombinant F. hepatica cathepsin L1, Z-Leu-Arg-MCA fluorescence. inhibition, % at 5.96 µM. actives 0.49% (n = 300,000);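 active = inhibition above the mean of all tested compounds plus 3 SD, set per screening campaign, cut at about 17% in these data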;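 also: 0% = plate median of test compound wells and 100% = 1 µM Z-Phe-Ala-diazomethylketone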
PP1 counter: PP1-alpha phosphatase inhibitors, primary screen, counter-screen for PP5 inhibitor project, biochemical, fluorescence, OMFP substrate, single point; Serine/threonine-protein phosphatase PP1-alpha catalytic subunit (Homo sapiens), P62136; purified PP1alpha; inhibition, % at 6.7 µM; actives 0.9% (n = 320,000); AID 2235, 2010;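 active = inhibition above the mean inhibition of all tested compounds plus 3 SD, computed separately for each screening campaign, cut at about 15% in these data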
core dimer inh: inhibitors of HCV core protein dimerization, primary screen, biochemical, TR-FRET, high-throughput. TR-FRET GST/Flag-core106 dimerization, 1536-well. inhibition, % at 5 µM. actives 0.33% (n = 300,000). AID 1899, 2009;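 active = inhibition above the mean of all tested compounds plus 3 SD, set per screening campaign, cut at about 45% in these data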
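System: GST/Flag-tagged HCV core106 proteins. Incubation: compound-protein-antibody incubation 4 h at 22.5 °C. Technique: HTRF with 340 nm excitation, 617/671 nm emission. Medium: KF-containing HEPES buffer, pH 7.45, DTT, CHAPS, BSA. Read-out: inhibition (%) from 671 over 617 nm ratio. Also added: Eu(K)-anti-GST 90 ng/mL plus XL665-anti-Flag 1 µg/mL.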
PP5 inh: PP5 phosphatase inhibitors, primary screen, biochemical, fluorescence; purified PP5c, OMFP substrate fluorescence; inhibition, % at 6.7 µM; actives 0.18% (n = 320,000); AID 1987, 2009;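 active = inhibition above the campaign's mean inhibition across all tested compounds plus 3 SD, cut at about 9.5% in these data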;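 also: 0% = DMSO only and 100% = 100 µM cantharidin control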
proCasp3 act: activators of human procaspase-3 D3A mutant, primary screen, biochemical, absorbance, PC-3 D3A mutant, single concentration | Caspase-3 (Homo sapiens), P42574 | recombinant procaspase-3 D3A, Ac-DEVD-pNA absorbance 405 nm | activation, % at 8.5 µM | actives 0.11% (n = 330,000);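 active = activation above the mean of all tested compounds plus 3 SD, cut at about 21% in these data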;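 also: 0% = DMSO alone and 100% = DMSO wells spiked with extra 5 µM PC-3 D3A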
Target sequence (P42574 whole entry D9A/D28A/D175A): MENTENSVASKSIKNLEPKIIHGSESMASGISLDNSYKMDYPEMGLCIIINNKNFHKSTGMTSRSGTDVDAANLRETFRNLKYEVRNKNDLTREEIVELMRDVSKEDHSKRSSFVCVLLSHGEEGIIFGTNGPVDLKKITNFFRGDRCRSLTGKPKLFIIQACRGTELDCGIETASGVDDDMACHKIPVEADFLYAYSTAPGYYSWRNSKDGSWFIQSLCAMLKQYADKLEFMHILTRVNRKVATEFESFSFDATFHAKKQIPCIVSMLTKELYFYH
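Evaluation: percent activation relative to control range; Material: Procaspase-3 D3A mutant, all three cleavage aspartates alanine; Compound: single dose, 8.5 µM nominal compound, 0.8% DMSO; Replication: one well per compound; Signal: absorbance at 405 nm, 0 and 120 min; Schedule: 1 h preincubation plus 2 h reaction at 25 °C.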
TPT1 inhibitor: Candida albicans TPT1 enzyme inhibitors, primary screen, biochemical, fluorescence polarization; recombinant caTPT1, FP RNA substrate dephosphorylation; inhibition, % at 5 µM; actives 0.81% (n = 300,000); AID 1962, 2009;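 active = inhibition above the mean of all tested compounds plus 3 SD, set per screening campaign, cut at about 24% in these data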;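 also: plate controls were DMSO alone for no effect and ferristatin control at 100 nM for full effect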
procasp7 counter: procaspase-7 activators, primary screen, counter-screen for procaspase-3 activator project, biochemical, absorbance, HTS, human; Caspase-7 (Homo sapiens), P55210; recombinant procaspase-7, Ac-DEVD-pNA absorbance 405 nm; D23A/D198A/D206A triple mutant, cannot self-cleave; scale: DMSO 0, 5 µM enzyme 100; activation, % at 8.5 µM; actives 0.093% (n = 330,000); AID 463210, 2010;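 active = percent activation above the screen-wide mean plus 3 SD, cut at about 25% in these data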
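System: Procaspase-7 triple mutant (PC-7 D3A); measure: % activation from two-timepoint absorbance difference, scaled to controls; times: 1 h compound preincubation, 2 h substrate cleavage, 25 °C; also added: Ac-DEVD-pNA substrate, 400 µM as added; measured by: Epi-absorbance of released pNA at 405 nm, two timepoints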
AHR act: AHR activators, primary screen, cell-based, luminescence, luciferase reporter, human | actives 2.5% (n = 320,000) | Aryl hydrocarbon receptor (Homo sapiens), P35869 | AHR-responsive luciferase reporter cells | activation, % at 5 µM; in the data active = activation above about 47%;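 also: 0% = vehicle wells and 100% = reference agonist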
Target sequence (P35869 whole entry, looked up): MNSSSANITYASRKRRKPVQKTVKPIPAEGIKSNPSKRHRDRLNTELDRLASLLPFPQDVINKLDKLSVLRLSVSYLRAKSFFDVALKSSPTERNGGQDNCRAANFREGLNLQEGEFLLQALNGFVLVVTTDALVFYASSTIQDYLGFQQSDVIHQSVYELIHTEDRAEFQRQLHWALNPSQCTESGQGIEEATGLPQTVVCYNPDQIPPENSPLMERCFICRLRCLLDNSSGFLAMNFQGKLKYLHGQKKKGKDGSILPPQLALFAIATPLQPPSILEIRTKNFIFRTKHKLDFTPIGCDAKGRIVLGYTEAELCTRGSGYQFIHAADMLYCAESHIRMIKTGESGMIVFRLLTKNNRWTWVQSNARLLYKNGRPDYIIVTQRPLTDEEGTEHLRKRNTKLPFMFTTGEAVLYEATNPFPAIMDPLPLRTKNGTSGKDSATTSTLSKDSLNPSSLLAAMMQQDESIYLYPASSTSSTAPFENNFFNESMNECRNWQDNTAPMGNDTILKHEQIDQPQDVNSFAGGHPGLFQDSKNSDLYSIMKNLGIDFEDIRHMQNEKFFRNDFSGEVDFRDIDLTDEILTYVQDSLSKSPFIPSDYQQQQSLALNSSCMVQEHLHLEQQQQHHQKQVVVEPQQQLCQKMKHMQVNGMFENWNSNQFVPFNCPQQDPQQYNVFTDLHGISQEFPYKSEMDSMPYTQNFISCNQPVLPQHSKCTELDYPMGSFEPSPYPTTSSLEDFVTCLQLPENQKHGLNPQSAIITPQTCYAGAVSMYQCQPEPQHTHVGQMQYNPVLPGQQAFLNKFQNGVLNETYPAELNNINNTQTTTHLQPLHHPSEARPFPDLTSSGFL
* marks the source's active call; other numbers are inactive results; / = no result given. Rows were taken by chance, and some 5.6% of all compounds hit somewhere here.

SMILES	PAFAH2 inh	Fh CTSL1 inh	PP1 counter	core dimer inh	PP5 inh	proCasp3 act	TPT1 inhibitor	procasp7 counter	AHR act
O=C(NCc1ccccn1)c1ccc(NS(=O)(=O)c2ccccc2)cc1	1.8	-2.4	-0.5	0.1	2.8	6.6	3.0	6.7	0.3
COc1cc(-c2noc(C)c2C(=O)NCCCN2CCCC2=O)cc(OC)c1OC	2.0	/	/	/	/	0.3	/	5.3	0.6
Cc1ccc2c(c1)S/C(=C\c1cccc[n+]1C)N2CCO	0.6	1.6	-0.3	6.3	4.3	-8.2	-0.6	-18.4	7.5
CC(NC(=O)Cn1c(=O)[nH]c2ccsc2c1=O)C12CC3CC(CC(C3)C1)C2 (stereo not drawn)	26.7	-1.0	-2.1	7.4	1.3	1.8	-1.9	7.4	-1.0
CCO[C@@H]1OC(C(=O)N2CCOCC2)=C[C@H](C2CCCCC2)[C@H]1CCCO	-1.4	0.5	-1.0	4.5	-3.2	9.9	2.1	3.7	0.1
CCOc1ccc2ccccc2c1C(=O)NCC(c1ccc(N(C)C)cc1)N(C)C (stereo not drawn)	-1.9	5.0	-0.3	-4.4	-0.6	2.4	1.8	9.2	1.6
CCN1CCN(C(=O)/C=C\C(=O)O)CC1	0.1	-3.1	0.0	-2.6	-0.4	-0.5	2.8	9.7	-0.3
CCN(CC)C(=O)C1CCCN(C(=O)Nc2ccc(NC(=O)N3CCCC(C(=O)N(CC)CC)C3)cc2)C1 (stereo not drawn)	8.1	-1.9	-2.6	3.2	2.0	-0.2	2.5	-0.2	1.2
CC(=O)Nc1ccc(Nc2nc3c(S(=O)(=O)c4ccc(C)c(C)c4)nnn3c3ccccc23)cc1	-12.3	4.3	-7.8	23.0	3.3	-1.1	4.5	-5.7	3.0
Nc1nnnn1CC(=O)N/N=C/c1cc([N+](=O)[O-])ccc1Cl	-0.6	0.4	-2.6	-2.4	2.7	4.8	-6.3	9.5	-0.2
C=C(C)CNC(=S)N/N=C/c1ccc(NC(C)=O)cc1	1.5	1.3	-2.2	-0.9	-3.3	-1.5	0.8	-1.8	5.9
COc1ccc(CN(C)CC(=O)Nc2ccc(Cl)cc2C(F)(F)F)c(OC)c1	-5.1	2.7	1.5	-4.8	4.2	-7.7	1.5	-0.9	3.9
C/C(=N\NC(N)=O)C1(C)CCCCC1	-0.2	1.7	0.1	-5.1	-1.3	-1.6	-0.1	4.6	1.2
Cc1nc(C)c(-c2ccc(SCC(=O)Nc3ccc(F)cc3F)nn2)s1	0.9	-1.1	-3.1	8.7	0.4	-2.9	-0.7	-2.0	10.8
CCN(CC)S(=O)(=O)c1cccc(C(=O)Nc2ccc3c(c2)OCO3)c1	-7.1	-7.3	6.5	6.2	0.6	0.7	4.9	7.3	165.2*
O=C(Nc1nnc(-c2ccccc2)o1)C1CCCN1S(=O)(=O)c1cccs1 (stereo not drawn)	14.1	-1.5	-5.7	-7.0	0.8	0.4	-4.4	5.3	-0.7
NS(=O)(=O)c1cccc(NC(=O)c2ccc3nc[nH]c3c2)c1	0.5	-3.7	-0.5	-5.6	0.6	-2.5	-2.0	0.0	-0.6
CC(=O)c1cc2c(cc1NC(=O)Nc1cccc(Cl)c1)OCCO2	-4.7	-0.2	1.5	1.4	2.1	3.0	-7.4	-2.7	58.3*
COC(=O)c1[nH]c(C)c(/C(O)=C2\C(=O)C(=O)N(CCN3CCOCC3)C2c2cccs2)c1C (stereo not drawn)	6.8	0.2	-2.7	-1.1	0.2	-10.8	0.5	-37.6	2.1
COCCNC(=O)c1onc(CSc2cccc(OC)c2)c1C(=O)O	-1.5	0.2	1.2	-4.0	0.1	1.3	1.1	-4.7	5.6
CCOc1cc(/C=N\NC(=O)c2ccc(NC(=O)C(C)(C)C)cc2)ccc1OC(=O)c1ccc(OC)cc1	-15.2	2.7	-0.8	5.7	-5.4	-11.0	-5.3	5.3	2.7
COc1cccc(C(=O)NCC(=O)OCC(=O)Nc2cc(OC)c([N+](=O)[O-])cc2C)c1	3.3	-3.1	-1.6	-8.3	-1.6	1.8	-9.2	12.4	19.9
Cc1ccc(OC(=O)c2sc3ncn(C)c(=O)c3c2C)cc1	-7.4	2.9	1.4	0.8	1.4	-4.7	1.0	0.5	2.3
O=C(CSc1nnc(Cc2ccccc2)o1)c1ccc(F)cc1	-1.6	-1.5	5.9	-2.7	2.7	1.6	-4.0	4.0	0.2
CCOC(=O)N1CCC(Nc2c(NCCCN3CCN(CC)CC3)c(=O)c2=O)CC1	-11.7	-0.5	-0.5	-3.9	-0.4	5.0	-4.2	6.8	0.4

Brought forward from above: three entries, followed by the next part.
SMILES	PAFAH2 inh	Fh CTSL1 inh	PP1 counter	core dimer inh	PP5 inh	proCasp3 act	TPT1 inhibitor	procasp7 counter	AHR act
Cc1ccc(OC(=O)c2sc3ncn(C)c(=O)c3c2C)cc1	-7.4	2.9	1.4	0.8	1.4	-4.7	1.0	0.5	2.3
O=C(CSc1nnc(Cc2ccccc2)o1)c1ccc(F)cc1	-1.6	-1.5	5.9	-2.7	2.7	1.6	-4.0	4.0	0.2
CCOC(=O)N1CCC(Nc2c(NCCCN3CCN(CC)CC3)c(=O)c2=O)CC1	-11.7	-0.5	-0.5	-3.9	-0.4	5.0	-4.2	6.8	0.4
Cc1noc(C)c1S(=O)(=O)N(C)C[C@H]1Oc2ccc(NC(=O)CCC(F)(F)F)cc2C(=O)N([C@H](C)CO)C[C@@H]1C	-9.9	/	/	/	/	4.4	/	12.0	-1.2
Cc1onc(-c2ccccc2)c1CNC(=O)CN1C(=O)c2ccccc2C1=O	-2.6	9.8	-5.2	-2.8	-0.9	10.5	1.7	1.2	0.4
COc1ccc([C@H]2CC(=O)C=C(c3cccc(CO)c3)C2)cc1OC	2.4	/	-1.3	/	2.6	-0.7	/	15.0	6.5
COc1cc(C2(O)CCCCC2C)cc(OC)c1OC (stereo not drawn)	0.7	8.2	-1.6	0.3	-1.1	3.0	-1.7	-2.3	1.2
OCCN1CN=C(Nc2nc3ccccc3s2)NC1	-5.3	2.1	1.6	-1.9	2.2	4.9	1.4	7.4	12.8
COc1ccc(C2C(C(C)=O)=C(O)C(=O)N2CCCn2ccnc2)cc1 (stereo not drawn)	1.2	0.7	-0.8	8.5	-0.4	3.4	-1.8	5.5	5.1
CCOc1ccc(C(=O)NN2C(=S)NC(C)(C)C=C2C)cc1	2.7	-4.2	-0.3	-1.8	1.8	-0.4	-4.7	-4.4	-1.6
CC(=O)Nc1ccc(C(=O)N/N=C/c2ccc(F)cc2)cc1	7.9	0.9	5.6	4.1	-0.9	0.6	-4.0	5.2	6.7
O=C(CSc1nc2ccccc2s1)N1c2ccccc2Sc2ccc(Cl)cc21	-7.1	-0.9	2.2	8.6	1.8	-4.1	-0.8	8.7	-1.0
CCC(c1nnnn1C1CCCCC1)N1CCN(C2CCCC2)CC1 (stereo not drawn)	0.0	-1.6	-1.7	-5.4	1.6	0.9	-2.2	10.3	-2.9
CCC1CC(C)(C(=O)Nc2ccc(S(N)(=O)=O)cc2)OC1=O (stereo not drawn)	-1.9	-3.3	-1.9	-1.0	0.4	4.5	3.4	1.2	-3.0
CCn1nnnc1NCc1ccc(OCc2ccc(F)cc2Cl)c(OC)c1	-0.8	9.4	7.1	1.8	1.4	9.1	-2.3	5.1	0.5
CCOc1ccc(C2C(C(N)=O)=C(C)Nc3ncnn32)cc1OC (stereo not drawn)	-4.7	-1.4	-1.5	-8.4	-1.3	2.7	0.2	-4.5	0.8
Oc1ccc(N2CCN(C(c3ccncc3)c3nnnn3C3CCCC3)CC2)cc1 (stereo not drawn)	-2.9	-3.0	-2.5	-0.2	1.2	-9.0	-0.4	-22.9	0.5
CCC(=O)Nc1ccccc1C(=O)OCc1ccc(C(=O)c2ccccc2)cc1	-1.0	4.3	1.3	6.3	-0.4	9.5	-1.5	1.5	1.1
COC(=O)c1cn(CCOc2ccccc2F)c2ccccc12	-6.1	-0.1	5.9	-2.1	2.8	-9.9	2.4	7.1	3.5
O=C(Nc1ccc2ncccc2c1)c1ccccc1	-9.7	-4.4	0.4	-3.0	2.9	1.4	0.8	4.7	6.4
O=C(CCC1CCCN(C(=O)c2ccoc2)C1)NCc1ccc(F)c(F)c1 (stereo not drawn)	-0.9	-1.0	-5.9	-0.9	1.6	10.1	0.8	-6.4	1.2
Cc1ccc(C(=O)N2CCN(c3ccc(C(F)(F)F)cn3)CC2)o1	3.5	/	/	/	/	12.3	/	6.0	-5.0
CC1(C)CNC(=O)c2sc(N3CCCCC3)nc2C1	-1.7	0.5	-4.7	4.5	-0.1	-2.9	-0.7	8.9	3.2
O=C(OC(C(=O)Nc1ccc(Cl)c(C(F)(F)F)c1)c1ccccc1)C1=COCCO1 (stereo not drawn)	-9.8	-41.5	3.9	2.8	6.9	-3.7	-1.8	-2.9	11.1
COC(=O)/C(C#N)=C/c1c(-c2ccccc2)nc2n1CCS2	-1.3	4.6	0.6	-0.9	1.9	3.5	1.2	6.6	-0.8
COc1cccc(/C=N\Nc2nncc(-c3ccccc3)n2)c1	-2.7	1.8	-2.5	-2.5	1.1	-6.4	-4.6	3.6	12.8
C[C@H]1CN([C@@H](C)CO)C(=O)c2cc(NS(=O)(=O)c3ccc(Cl)cc3)ccc2O[C@@H]1CN(C)CC1CCCCC1	1.7	/	/	/	/	-2.2	/	7.5	-0.8
CC(Cc1ccco1)NC(=O)c1ccc(C(F)(F)F)cc1 (stereo not drawn)	1.8	-0.9	3.7	4.5	0.8	2.5	0.5	2.0	1.1
CN(C)c1[nH]c(=O)c(C#N)c2c1CCN2Cc1ccccc1	-1.7	4.9	-4.1	-2.0	-2.2	1.1	0.5	8.6	-0.5
CCOC(=O)C1=C(Cc2ccc(F)cc2)C(=O)c2ccccc2C1=O	7.7	-1.3	1.3	-11.1	3.5	-12.7	-6.7	-20.5	39.6
CCOC(=O)N1CCN(Cc2ccc(F)cc2F)CC1	-5.7	-4.7	-0.5	-3.1	0.8	4.3	-2.6	1.2	-2.0
COCCn1c(SCC(=O)Nc2ccc(OC)c(S(N)(=O)=O)c2)nc2ccccc2c1=O	-1.1	-0.7	-2.9	2.0	2.9	7.8	0.9	5.9	1.7

Screens deposited in PubChem by The Scripps Research Institute Molecular Screening Center.
